Source: PubChem (National Center for Advancing Translational Sciences (NCATS))
LDHA inh – inhibitors of human lactate dehydrogenase A; hit rate 0.15% among 480,000; purified LDHA, NADH/diaphorase-resazurin fluorescence; stronger effect = lower value; activity change, % (values are at about 110 or 230 µM); AID 1347041; P00338; in the data active means activity change below about -30%; inconclusive means mostly about -25% to -30%;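 further: plate controls were DMSO wells for no effect and wells without enzyme for full effect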
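Enzyme activity of human lactate dehydrogenase 5 (2 nM; 0.06 mM NADH, 0.2 mM pyruvate, 5 min, RT) is measured via a resazurin/diaphorase fluorescence readout of residual NADH.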
12-LOX inh – ALOX12 (human) lipoxygenase inhibition; Potency, µM (highest dose often 108 µM), inactives show top-dose activity change, negative = inhibition, usual class: inhibitors; purified 12hLO, xylenol orange hydroperoxide absorbance; hit rate 1.1% among 580,000; P18054; AID 1671190; active means well fitted inhibition curve with a large enough effect; inconclusive means small, poorly fitted or top-dose-only effect, or another doubt; inactive means no such curve, though single readings can be large or run the other way; further: potency means the concentration at half of the fitted maximal effect
Target sequence (P18054 whole entry, looked up): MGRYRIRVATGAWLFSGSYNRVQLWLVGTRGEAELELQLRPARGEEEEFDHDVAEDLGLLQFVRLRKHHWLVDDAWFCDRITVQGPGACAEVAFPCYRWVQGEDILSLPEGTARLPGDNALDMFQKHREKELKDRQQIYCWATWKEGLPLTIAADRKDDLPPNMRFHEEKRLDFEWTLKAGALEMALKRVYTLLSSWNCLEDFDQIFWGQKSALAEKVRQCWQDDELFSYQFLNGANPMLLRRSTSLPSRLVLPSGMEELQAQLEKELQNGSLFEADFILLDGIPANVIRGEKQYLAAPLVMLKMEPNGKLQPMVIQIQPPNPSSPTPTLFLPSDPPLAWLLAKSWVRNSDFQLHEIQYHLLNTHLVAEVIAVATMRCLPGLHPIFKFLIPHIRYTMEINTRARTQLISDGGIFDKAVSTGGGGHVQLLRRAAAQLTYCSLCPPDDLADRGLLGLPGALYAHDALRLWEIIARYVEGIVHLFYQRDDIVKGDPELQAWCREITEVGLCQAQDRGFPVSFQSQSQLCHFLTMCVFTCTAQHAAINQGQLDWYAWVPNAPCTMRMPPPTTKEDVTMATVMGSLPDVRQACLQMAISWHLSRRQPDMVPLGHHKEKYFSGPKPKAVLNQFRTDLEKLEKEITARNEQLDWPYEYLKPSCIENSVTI
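Purified human 12hLO (150 nM final) in 25 mM Hepes, 0.01% Triton X-100, pH 7.0 was preincubated 15 min at room temperature with compound. Then 40 uM arachidonic acid was added, 30 min. Hydroperoxide was read by Fe-XO absorbance ratio 573/405 nm.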
Starred values were filed as active, the others as inactive; ? = inconclusive; [ ] = another dose, or the depositor's remark. Unless noted, on the % scale 0 is the no-effect control and ±100 the full control effect. These rows are one share of the data. The share of hits here may be higher or lower than overall.

SMILES	LDHA inh	12-LOX inh
CC(C(=O)NC1CCCC1)n1c(C2CCCC2)nc2ccccc21 (stereo unspecified)	0	-28%
COc1ccc(S(=O)(=O)N2CCC3CC2c2cc(-c4ccc5c(c4)OCO5)ccc23)cc1 (stereo unspecified)	-9	?
O=C(O)C(c1c[nH]c2ccccc12)N1CCN(Cc2ccncc2)CC1 (stereo unspecified)	-9	?
C=CCN1CCN(C(=O)c2cccs2)CC1	-8	9%
Cc1ccc(CC(C(=O)NCCC23CC4CC(CC(C4)C2)C3)C(C)C(=O)O)cc1 (stereo unspecified)	4	-29%
O=C(NCCc1c[nH]c2ccccc12)c1[nH]c(C(F)(F)F)nc1-c1ccccc1	-2	8%
O=S(=O)(CCCCCS(=O)(=O)c1ccccc1)c1ccccc1	7	-39%
N#CCCN1CCN(c2ccc(NS(=O)(=O)c3ccc(F)cc3Cl)c(C(=O)O)c2)CC1	-2	?
CCc1ccc2cc3c(cc2n1)C(=O)c1ccccc1-3	-3	7.9µM*
CCCCCn1c(COc2ccc(Cl)cc2)n[nH]c1=S	7	?
S=C(NCc1ccc(Cl)cc1)Nc1ccc(Cl)c(Cl)c1	4	?
C=CCNc1nc(C(=O)OCC(=O)c2ccc(C(C)C)cc2)cs1	3	-27%
Cc1cc(-c2ccc(S(=O)(=O)N3CCN(c4ccccc4)CC3)s2)n[nH]1	0	?
CCc1ccc(-c2ccccc2)nc1-c1ccccc1	0	7%
Cc1ccc(OCCN(C)Cc2cc(=O)oc3c(C)c(O)ccc23)cc1	6	?
CC(C1CC1)N(Cc1ccccc1)S(=O)(=O)c1cc(S(C)(=O)=O)ccc1Cl (stereo unspecified)	-4	4%
CCCN(CC(=O)NC(=O)Nc1ccc(C)c(C)c1)Cc1nnc(-c2cccs2)o1	9	2%
CC1(C)CC(=O)c2cc(C#N)c(SCc3cc4c(cc3Cl)OCO4)nc2C1	4	?
CCn1cnc2c1c(=O)n(CC(=O)NCC1(c3ccccc3)CC1)c(=O)n2Cc1ccccc1	-20	29%
COc1ccc(-c2nnc(SCc3nc(C)no3)n2CCc2ccccc2)cc1	-3	-29%
O=C(O)/C=C/C(=O)c1ccc(F)cc1	-3	?
CC(=O)c1c[nH]c2ccc(Br)cc12	0	-11%
COC(=O)c1ccc(Oc2nc(N(C)C)nc(N(C)C)n2)cc1	-2	-14%
COc1cc(OC)cc(-c2nnc(SCc3nc4ccccc4o3)o2)c1	0	7%
CC(C)(C)NC(=O)NC(=O)CSc1nc(-c2ccco2)nc2ccccc12	-13	?
Cc1ccc(NC(=O)C2=C(c3ccccc3)NC(=S)NC2c2ccc(F)cc2)cc1 (stereo unspecified)	9	?
CCOc1cccc(C2c3c(-c4ccccc4O)n[nH]c3C(=O)N2Cc2ccncc2)c1 (stereo unspecified)	-1	2%
CCOC(=O)C1=CCC(c2ccc(CC)cc2)N(S(=O)(=O)c2ccc(C)cc2)C1 (stereo unspecified)	-4	15%
N#Cc1ccc(/C=N/Nc2nc(Nc3ccccc3)nc(N3CCCCC3)n2)cc1	7	-7%
Clc1ccc(-c2nc(CN3CCCC3c3cccs3)co2)cc1 (stereo unspecified)	4	13%
C=CCn1c(C)cc(C(=O)COC(=O)c2csc(NCc3ccccc3)n2)c1C	-6	-57%
Cc1ccc(S(=O)(=O)N(CC(=O)Nc2ccccc2C(=O)O)c2cccc(Cl)c2)cc1	-8	?
COc1ccccc1C=C(C(=O)c1ccccc1)c1ccccc1	4	-9%
CNC(=O)CSc1nc(NC2CC2)c2ccccc2n1	-19	-20%
O=c1oc2ccc(Br)cc2cc1-c1csc(Nc2c(F)cccc2F)n1	0	?
CC(=O)N1CCN(C(C(=O)O)c2cn(CC(=O)O)c3cc(Cl)ccc23)CC1 (stereo unspecified)	6	16%
COc1ccc(C(=O)C(=O)N2CCN(C(=O)OCc3ccccc3)CC2)cc1	-6	-1%
O=C(CSc1n[nH]c(-c2cc(Br)ccc2O)n1)N1CCCCC1	2	52%[activator]
FC(F)(F)c1cc(Cl)c2nc(C34CC5CC(CC(C5)C3)C4)cn2c1	-5	?
CC(c1ccccc1)N(C)C(=O)/C=C/c1ccc(Br)s1 (stereo unspecified)	7	?
COc1ccc(N(Cc2nc(-c3ccccc3)no2)S(=O)(=O)c2ccc3c(c2)OCCO3)cc1	12	41%
Cc1ccc(-c2nc(SCC(=O)N3CCCC3c3ccc4c(c3)OCCCO4)n[nH]2)cc1 (stereo unspecified)	-3	?
COCCCN1C(=O)C(CC(=O)NCCCN(C)C)CC(C(=O)N2CCOCC2)=C1C (stereo unspecified)	4	-8%
Cc1ccc(C(=O)N/N=C/CC(C)C)cc1	9	8%
CC(C)(C)c1ccc(C(=O)N[C@H]2C[C@@H]3CC[C@H]2C3)cc1	2	18%
CCCCN(C)Cc1ccc(OCc2ccccc2)cc1	5	?
Cn1ccnc1CN(C1CC1)S(=O)(=O)c1cccc(Cl)c1F	9	-1%
CC(=O)NC(CC(=O)Nc1ccccc1C(C)(C)C)c1ccccc1 (stereo unspecified)	1	?
Cc1ccc(Cl)cc1NC(=O)N1CCN(C(=O)c2nonc2N)CC1	0	-10%
O=C(NCC(F)(F)F)c1csc([C@@H]2O[C@H](CO)[C@H](O)[C@H](O)[C@H]2O)n1	-5	-1%
(more compounds)
SMILES	LDHA inh	12-LOX inh
CC(C)Cn1c(Cn2cccn2)nc2cc(NC(=O)COc3ccccc3)ccc21	-1	3%
CCN(CC)c1nc2ccccc2nc1C(=O)Nc1cc(C)ccc1C	-17	-2%
O=c1oc2ccccc2cc1-c1nc2ccccc2s1	4	?
COc1ccc(-c2ocnc2C(=O)Nc2cccc(Cl)c2)cc1OC	0	-2%
Cc1ccsc1CNC(=O)Cc1ccc(Cl)c(Cl)c1	12	-26%
O=C(Nc1ccccc1Cl)C1CCN(c2ncnc3nc[nH]c23)CC1	-1	?
Cc1cc(C)c(S(=O)(=O)Nc2ccc3oc(C)nc3c2)c(C)c1	22	?
CC(NC(=O)c1ccco1)c1nc2ccccc2n1Cc1ccccc1 (stereo unspecified)	1	-1%
CN(CC(=O)Nc1ccc(Cl)cc1)CC(=O)N1CCC(Cc2ccccc2)CC1	4	?
COc1cccc(C(C)(O)c2nc(-c3ccc(Cl)cc3)cs2)c1 (stereo unspecified)	-1	?

Part of the list above in order of formula weight, lowest first:
SMILES	LDHA inh	12-LOX inh
CCN(CC)c1nc2ccccc2nc1C(=O)Nc1cc(C)ccc1C	-17	-2%
COc1ccc(-c2ocnc2C(=O)Nc2cccc(Cl)c2)cc1OC	0	-2%
CN(CC(=O)Nc1ccc(Cl)cc1)CC(=O)N1CCC(Cc2ccccc2)CC1	4	?

The listing picks up, repeating the two entries before the break.
SMILES	LDHA inh	12-LOX inh
CN(CC(=O)Nc1ccc(Cl)cc1)CC(=O)N1CCC(Cc2ccccc2)CC1	4	?
COc1cccc(C(C)(O)c2nc(-c3ccc(Cl)cc3)cs2)c1 (stereo unspecified)	-1	?
Cc1cc(N(CCO)CCO)n2nc(Cc3ccc(Cl)cc3)nc2n1	8	?
COC(=O)COc1ccc2c(C)c(CC(=O)OC)c(=O)oc2c1	1	-1%
O=C(CCCc1nc(-c2cccs2)no1)NCc1cccnc1-n1cncn1	6	19%
Cc1ccc(Cn2nc(C)c3cc(C(=O)N4CCN(CC(=O)N5CCCC5)CC4)sc32)cc1	-2	-6%
COC(=O)c1ccc(CNC(=O)c2ccccc2)cc1	-2	?
CC(C)n1nc(C(=O)NCc2cc3ccccc3[nH]2)c2ccccc2c1=O	17	?
COc1ccc(CNC(=O)c2ccc3noc(-c4ccccc4)c3c2)cc1OC	3	-11%
CC(C)Cn1nc(C(=O)Nc2ccc(F)c(Cl)c2)c2ccccc2c1=O	1	5%
Cc1cc(C)cc(C(=O)Nc2ccc(Cl)c(C(F)(F)F)c2)c1	-21	-1%
CC(=O)OCC(C)n1[nH]c2ccccc2c1=O (stereo unspecified)	1	-5%
CCN(Cc1ccc2c(c1)OCO2)C(=O)c1nn(-c2ccccc2)c(=O)c2ccccc12	5	3%
CC(NC(=O)CSc1cccs1)C1CCCO1 (stereo unspecified)	7	-4%
Cc1cccc(Oc2nc3c(c(=O)n(C)c(=O)n3C)n2Cc2ccccc2F)c1	-1	?
CCCN(CCC)c1ccc(NC(=O)c2ccccc2Cl)cc1C(=O)O	-2	?
N#Cc1cc([N+](=O)[O-])ccc1NC(=O)COC(=O)C12CC3CC(CC(Br)(C3)C1)C2	10	-17%
Cc1c(N(Cc2ccc(F)cc2)Cc2ccc(F)cc2)c(=O)n(-c2ccccc2)n1C	1	-16%
Nc1ccn([C@@H]2O[C@H](C(=O)Nc3cc(C(F)(F)F)cc(C(F)(F)F)c3)[C@@H](O)[C@H]2O)c(=O)n1	-2	-13%
CC(C)CN(C(=O)COC(=O)c1n[nH]c2ccccc12)C1CCS(=O)(=O)C1 (stereo unspecified)	0	-23%
Cc1nc2cc(C(=O)Nc3ccccc3N3CCCC3=O)ccc2n1-c1ccccc1	17	11%
O=c1oc2ccc(Cl)cc2cc1-c1csc(Nc2cccc(F)c2)n1	23	?

Three entries from above, field by field.
Structure: Nc1ccn([C@@H]2O[C@H](C(=O)Nc3cc(C(F)(F)F)cc(C(F)(F)F)c3)[C@@H](O)[C@H]2O)c(=O)n1
  LDHA inh: -2
  12-LOX inh: -13%

Structure: CC(C)CN(C(=O)COC(=O)c1n[nH]c2ccccc12)C1CCS(=O)(=O)C1 (stereo unspecified)
  LDHA inh: 0
  12-LOX inh: -23%

Structure: Cc1nc2cc(C(=O)Nc3ccccc3N3CCCC3=O)ccc2n1-c1ccccc1
  LDHA inh: 17
  12-LOX inh: 11%

More compounds.
SMILES	LDHA inh	12-LOX inh
O=C(Nc1ccccc1C(=O)NCCc1ccccc1)c1cnc2ccccc2n1	6	-17%
N#C/C(=C/c1ccc(-c2ccccc2)cc1)C(=O)Nc1ccc(N2CCOCC2)cc1	-7	?
CCc1nc2ccc(C(=O)Nc3cc(-c4ccccc4)ccc3OC)cn2c1N(CC)CCN(C)C	-4	-21%
CC(C)(C)NC(=O)C(c1cc2ccccc2o1)n1c(-c2ccc(-c3ccccc3)cc2)nc2ccccc21 (stereo unspecified)	3	14%
CCc1cccc(N2C(=O)CS(=O)(=O)C23C(=O)N(Cc2cccc(C)c2)c2ccccc23)c1 (stereo unspecified)	8	-12%
CCC(c1nnnn1-c1ccc2c(c1)OCCO2)N1CCN(c2ccc(C)cc2)CC1 (stereo unspecified)	-10	0%
CC(C)(C)c1ccc(NC(=O)c2ccc(CN3CCCC3=O)cc2)cc1	4	1%
O=C(/C=C/c1ccc(-c2ccc(Cl)c(Cl)c2)o1)c1ccc(Br)cc1	9	13µM*
O=C(O)CCC(=O)N1N=C(c2ccsc2)CC1c1ccc(Br)cc1 (stereo unspecified)	0	46%[activator]
Cc1ccc(Cl)cc1NC(=O)N[C@@H](C(=O)O)C(C)C	-1	5%
O=C(NCCc1ccc(O)cc1)C1CCN(c2nc(Cl)nc3nc[nH]c23)CC1	0	?
c1ccc2oc(CSc3ccc4c(c3)OCCO4)nc2c1	7	-44%
COc1ccc(NC(=O)C2CC(=O)Nc3nc4ccccc4n32)c(OC)c1 (stereo unspecified)	2	-8%
COc1cc(C#N)ccc1OCC(=O)c1ccc2c(c1)CCC2	11	-22%
Cc1c(C(=O)NCCSc2ccc(Cl)cc2)oc2c1C(=O)CCC2	12	-52%
CCC(CC)NC(=O)CSc1ccc2c(c1)OCCCO2	-6	6%
Cn1c(=O)c2c(ncn2CC(=O)Nc2cccc(F)c2)n(C)c1=O	1	-7%
CNC(=O)c1ccc(NC(=O)CC2C=CCC2)cc1 (stereo unspecified)	5	-54%
CCc1nc(SCc2coc(-c3cccc(F)c3)n2)n[nH]1	-7	?
CCc1ccc(OCCCOc2ccc(Cl)cc2/C=N/NC(=O)c2ccccc2)cc1	-23	2%
COc1ccccc1-c1noc(CCCC(=O)Nc2ccccc2)n1	5	53%[activator]
CCCNC(=O)NNC(=O)C(C)Oc1cccc(C(F)(F)F)c1 (stereo unspecified)	-3	41%[activator]
CC(C)(C#N)C(=O)NCCc1ccc(OCc2ccccc2)cc1	-3	36%
Cc1cnc2c(S(=O)(=O)N3CCCC3)cccc2c1	-1	-26%
C=CCNC(=O)NC(=O)CSc1nc(-c2ccco2)nc2ccccc12	0	-20%
O=C(Nc1cccnc1N1CCCCC1)c1cc(C2CC2)[nH]n1	-3	10%
CN(C)c1cccc(NC(=O)c2cccc3c(-c4ccc(F)c(F)c4)coc23)c1	-2	0%
CCOC(=O)c1ccc(Nc2c(C(=O)OCC)cnc3c(Cl)cccc23)cc1	-3	18%
Cc1ccc(NC(=O)C(=O)NCCN2CCN(C(=O)c3ccc(Br)cc3)CC2)cc1	-2	?
COC(=O)c1cc(NC(=O)OCc2ccccc2)cc(C(=O)OC)c1	-23	1%
Cc1cccc2c(C(=O)NCc3ccco3)cc(-c3cccnc3)nc12	1	?
Nc1ccccc1C(=O)NCCCNC(=O)c1cnccn1	-8	-5%
Cc1ccc(S(=O)(=O)N2CCC(=O)N([C@H](COCc3ccc(Cl)cc3)C(C)C)CC2)cc1	5	?
O=C(CCc1nc(-c2ccncc2)no1)Nc1ncc(Cc2ccccc2)s1	1	-29%
CCn1c(NCCCO)nc2c1c(=O)[nH]c(=O)n2C	14	16%
CCCCCCCCCCCCCCCCNC(=O)CC#N	-5	?
